Compound activity: PubChem BioAssay, The Scripps Research Institute Molecular Screening Center
OX1R antag-1: OX1R (human) antagonism | O43613 | OX1R-expressing cells, FRET antagonist read-out | inhibition, % at 6.6 µM | actives 1.8% (n = 330,000) | AID 485270; in the data active = inhibition mostly above about 38%, no sharp cut-off; inactive = mostly below about 40%;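 note: 0% = agonist challenge alone and 100% = reference antagonist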
Target sequence (O43613 whole entry, looked up): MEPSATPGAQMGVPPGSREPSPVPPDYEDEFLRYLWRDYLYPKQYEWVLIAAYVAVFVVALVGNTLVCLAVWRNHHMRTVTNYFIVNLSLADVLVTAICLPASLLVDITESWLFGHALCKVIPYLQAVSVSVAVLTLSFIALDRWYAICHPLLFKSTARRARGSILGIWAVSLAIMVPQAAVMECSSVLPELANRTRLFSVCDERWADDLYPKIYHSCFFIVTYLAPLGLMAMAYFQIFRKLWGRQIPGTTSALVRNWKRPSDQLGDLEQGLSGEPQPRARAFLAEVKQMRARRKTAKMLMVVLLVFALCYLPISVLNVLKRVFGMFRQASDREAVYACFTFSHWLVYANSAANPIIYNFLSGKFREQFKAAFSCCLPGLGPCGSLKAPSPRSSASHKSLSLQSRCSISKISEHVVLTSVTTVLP
OX1R antag-2: human HCRTR1 antagonism; CHO/OX1R cells, Fluo-8 calcium fluorescence, orexin A; inhibition, % at 5 µM; actives 0.43% (n = 330,000); AID 434989;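 active = inhibition above its plate's threshold, mean inhibition of all tested compounds on the plate plus 3 SD, cut at about 37% in these data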;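 note: 0% = orexin A challenge wells and 100% = SB-334867-A antagonist wells; not every result past the cut was called active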
* marks the source's active call; other numbers are inactive results.

Screens in order – OX1R antag-1, OX1R antag-2
Cc1noc(C)c1NC(=O)Nc1cccc2c1O[C@H](CN(C)C(=O)Nc1ccc3c(c1)OCO3)[C@@H](C)CN([C@H](C)CO)C2=O
  5, -14
CCOC(=O)c1ccc(S(=O)(=O)n2c(=O)oc3ccccc32)cc1
  7, 16
O=C1CCCC2=C1C(c1ccc(Cl)cc1)N1C(=O)CCSC1=N2 (stereo unspecified)
  20, -26
O=C(CCSc1ccccn1)Nc1ccc(Br)cc1
  4, -1
Cc1c(C)n(C(=O)CSc2nc3ccccc3[nH]2)c2ccccc12
  27, -23
COc1ccc(C2c3[nH]c4ccccc4c3C[C@H]3C(=O)N(c4ccccc4C(=O)N4CCC[C@H]4C(=O)O)C(=O)N23)cc1 (stereo partly specified)
  9, -14
COc1ccc(NC(=S)Nc2cccc(C)n2)cc1
  35, -12
COCCNc1nnc(SCC(=O)NC(=O)c2ccccc2OC)s1
  1, -12
Cc1cccnc1NCc1ccc(O)c2ncccc12
  -6, -21
C=CCNC(=S)Nc1cccc(NC(=S)NCC=C)c1
  10, -18
Cc1cc(C)nc(-n2nc(C)c3c(C(=O)O)cc(-c4cccc(Br)c4)nc32)n1
  5, -14
C=CCSc1nnc(NC(=O)Cc2ccc(OC)c(OC)c2)s1
  4, -5
NS(=O)(=O)c1ccc(NC(=S)Nc2ccc(Br)c(Cl)c2)cc1
  8, -6
COc1cc(S(=O)(=O)N2CCOCC2)ccc1NC(=O)c1cc2c(s1)CCC2
  36, -26
Cn1nnc(NC(=O)c2ccco2)n1
  13, -5
CC(C)CNC(=O)C(=O)NCc1ccccc1
  4, -9
C=CCn1c(CCCNC(=O)C(C)(C)C)nc2ccccc21
  15, -21
Cc1ccc(N2CCN(C(=O)N3CCCC3)CC2)cc1C
  9, -7
O=C(CN1C(=O)NC2(CCc3ccccc32)C1=O)Nc1cccc(Cl)c1 (stereo unspecified)
  12, -4
CS(=O)(=O)N1CCN(c2ccc(NC(=O)c3ccccc3)cc2)CC1
  8, -20
CCOC(=O)c1ccc(N2N=C(C)/C(=C/C=C/c3ccco3)C2=O)cc1
  3, -13
CC(C)=CC(=O)OCc1cc([N+](=O)[O-])cc2c1OCOC2
  11, -27
COc1ccc(C(=O)N(C)CC(=O)Nc2cccc(F)c2)cc1S(=O)(=O)NC1CCCC1
  5, -18
COc1cc2c(cc1OC)/C(=C/C(=O)c1ccc(F)cc1)NCC2
  5, -46
COc1ccc(C(=O)Nc2cccc(C(=O)NCc3ccccc3)c2)cc1
  25, -14
Cc1cccc(OCCn2c(=S)[nH]c3ccccc32)c1
  11, -29
Cc1ccc(-c2nn(-c3ccccc3)cc2/C=C/C(=O)Nc2cccc(S(N)(=O)=O)c2)cc1
  42, 13
COc1ccc(CCNC(=O)Cn2cnc3c(cnn3C(C)(C)C)c2=O)cc1OC
  7, -20
Cc1ccc(C2(c3noc(CN4CCC(c5ccncc5)CC4)n3)CCCC2)cc1
  22, -7
COc1cc2nc(NCCCN3CCN(C)CC3)n3nc(-c4ccccc4)nc3c2cc1OC
  20, -5
O=C(CCc1nc(-c2ccccc2F)no1)NC1CCCCC1
  6, -17
O=C(Nc1ccc(Cl)cc1)N1CCSC1=NCc1ccccc1
  7, -11
Cc1ccc(-c2cn3cccnc3n2)cc1NC(=O)c1cccs1
  9, -14
CC(C)(C)c1ccc(C(=O)NC(=S)N2CCOCC2)cc1
  1, -13
CC(=O)C1=C(O)C(=O)N(c2ccc(Br)cc2)C1c1ccccc1[N+](=O)[O-] (stereo unspecified)
  7, -5
O=C(Nc1c(C(=O)N2CCOCC2)cnn1-c1ccccc1)c1cccc(F)c1
  5, -18
CCc1ccc(NC(=O)C2CC=CCC2C(=O)O)cc1 (stereo unspecified)
  15, -12
COc1ccc(C(=O)Nc2ccc3oc(-c4cccc(Cl)c4)cc(=O)c3c2O)cc1
  24, -9
C=CCOc1ccc(/C=C/C(=O)OCC(=O)NCCc2ccccc2)cc1
  0, -21
CCc1nnc(NC(=O)CN2CCN(Cc3cccc(Cl)c3)CC2)s1
  2, -21
COC(=O)[C@H](CC(C)C)NC(=O)N1CCC(C)CC1
  8, -14
Cc1cc2nnc(SCC(=O)N3C(C)CCCC3C)n2c(N)n1 (stereo unspecified)
  -7, -12
CN1CCN(CC(=O)Nc2cc(N(C)C)nc3ccccc23)CC1
  -1, -7
O=C(O)c1c(NC(=O)N2CCCC2)sc2c1CCCC2
  12, 1
O=[N+]([O-])c1cccc(-c2ccc(/C=N/NC(=S)Nc3ccccc3)o2)c1
  61, 7
COc1c(C(CC(C)C)OC(C)=O)ccc2c1C(=O)OCc1cc(C)cc(O)c1O2 (stereo unspecified)
  12, -25
CC(C)c1nc(SCC(=O)Nc2ccc(N3CCOCC3)cc2)c2ccccc2n1
  4, -14
CC1CCN(CCc2nc3cc(NS(=O)(=O)c4ccc(F)cc4)ccc3n2C)CC1
  5, -7
CCOC(=O)c1ccc(NC(=O)CSc2nnnn2C2CCCCC2)cc1
  14, -8
Cc1ccc(CN2CCN(Cc3cn(C(C)C)c4ccccc34)CC2CCO)o1 (stereo unspecified)
  19, -28
O=C(NNC(=O)c1csc(N2CCOCC2)n1)c1ccc(=O)[nH]c1
  1, 1
COc1cccc(NS(=O)(=O)NC(=O)c2cn(C)c3ccccc23)c1
  11, -6
COc1cccc(CNC(=O)c2ccc(NC3=NC4CS(=O)(=O)CC4S3)cc2)c1 (stereo unspecified)
  12, 3
COC(=O)c1nc2cc3c(cc2c(C)c1C(=O)OC)OCO3
  18, -16
CC1(C)CC(=O)C2=C(C1)NCN(CCCN1CCOCC1)C2
  -2, -4
O=C(CC1SC(=O)N(c2ccccc2)C1=O)Nc1cccc2ccccc12 (stereo unspecified)
  4, -14
CCOC(=O)N1CCN(C(=O)COC(=O)c2cc(Cl)c(O)c(Cl)c2)CC1
  24, -10
O=C(CN(c1ccc(F)cc1)S(=O)(=O)c1ccccc1)NCc1ccco1
  26, -20
COC(=O)C1CSC(C(=O)OC)N1C(=O)CN1CCN(c2ccc(OC)cc2)CC1 (stereo unspecified)
  5, -8
C/C(CC(=O)Nc1ccc(C)c(Cl)c1)=N\NC(=O)Cc1ccccc1
  5, -27

More entries
Screens in order – OX1R antag-1, OX1R antag-2
CC1CCCCN1S(=O)(=O)CCNC(=O)c1ccccc1 (stereo unspecified)
  6, -17
C=CCONC(=O)c1cc(OCC(F)(F)F)ccc1OCC(F)(F)F
  10, -16
CC(Cc1ccccc1)C(=O)N[C@@H](CO)Cc1ccccc1 (stereo partly specified)
  38, -16
O=C(COC(=O)c1ccc(Br)o1)NCc1ccc(F)cc1
  1, 0
N#Cc1nc(COc2cccc(Cl)c2)oc1NCCN1CCOCC1
  1, -23
Cc1ccc([N+](=O)[O-])cc1N=C(c1ccc([N+](=O)[O-])cc1)N1CCOCC1
  18, -14
COc1cccc(NC(=S)Nc2ccc(Br)cc2Cl)c1
  -4, -15
O=C(NN1C(=O)c2ccccc2NC1c1ccco1)c1ccccc1 (stereo unspecified)
  6, -11
Cc1ccc(S(N)(=O)=O)cc1NC(=O)/C=C/c1cccs1
  30, -11
CCCn1c(=O)c2ccccc2n2c(SCCOc3ccc(Cl)cc3)nnc12
  8, -10
Cc1ccc(N2C(=O)c3ccccc3C2=O)cc1Cl
  27, -9
O=Cc1ccccc1-c1cn(CCCOCc2ccccc2)nn1
  15, 2
O=C(CCc1nc2sc3c(c2c(=O)[nH]1)CCCC3)NCCc1ccc(F)cc1
  9, -10
CCC(=O)Nc1ccc(F)c(Cl)c1
  5, -6
COc1ccc(-c2noc(CCC(=O)N3CCN(c4cccc(F)c4)CC3)n2)cc1
  9, -4
CCOc1ccc(NS(=O)(=O)c2ccc(C(=O)NCCCN3CCCC3=O)cc2)cc1
  9, -17
Cc1cccc(NS(=O)(=O)c2ccc(C)c(C(=O)NCc3cccnc3)c2)c1
  7, -9
O=C(CCCn1c(SCc2cc(=O)n3cc(Cl)ccc3n2)nc2ccccc2c1=O)NCC1CCCO1 (stereo unspecified)
  7, -28
CCOC(=O)C(NC(C)=O)(NS(=O)(=O)c1ccccc1)C(F)(F)F (stereo unspecified)
  7, -7
C=CCOc1ccccc1CNc1ccccc1C
  -1, -15
COC(=O)c1nn(-c2ccccc2)c(Sc2ccc(Cl)cc2)c1/C=N/O
  16, -22
Cc1oc2ccc(OC(C(=O)O)c3ccccc3)cc2c1C(=O)O (stereo unspecified)
  0, -11
Cc1ccc(-c2cnc(SCCNC(=O)c3ccco3)[nH]2)cc1
  26, -26
CC1CC(C)(C)n2c(O)c(N=NC(N)=S)c3cccc1c32 (stereo unspecified)
  7, -27
Cc1ccc(C(=O)NCC(c2ccco2)N2CCc3ccccc3C2)cc1C (stereo unspecified)
  17, -36
O=C1C2C3C=CC(CO)(O3)C2C(=O)N1c1ccccc1-c1ccccc1 (stereo unspecified)
  4, 2
O=C(O)c1cccnc1SCc1ccccc1Cl
  21, -17
COc1cc(OC)c(/C=N/NC(=O)Cn2nc([N+](=O)[O-])cc2C)c(OC)c1
  6, -8
CCCCCCOc1cccc(N)c1
  5, -15
Cc1cc(C(=O)CCC(=O)N(C)CC(=O)Nc2c(Cl)cccc2Cl)c(C)s1
  26, -27

An excerpt from above in order of the OX1R antag-1 value, low to high:
| structure | OX1R antag-1 |
| --- | --- |
| CC(C)CNC(=O)C(=O)NCc1ccccc1 | 4 |
| O=C(CN1C(=O)NC2(CCc3ccccc32)C1=O)Nc1cccc(Cl)c1 (stereo unspecified) | 12 |
| Cc1ccc(C2(c3noc(CN4CCC(c5ccncc5)CC4)n3)CCCC2)cc1 | 22 |
| COc1ccc(C(=O)Nc2ccc3oc(-c4cccc(Cl)c4)cc(=O)c3c2O)cc1 | 24 |
| COc1ccc(NC(=S)Nc2cccc(C)n2)cc1 | 35 |

Part of the list above, with bars between the fields.
molecule | OX1R antag-1 | OX1R antag-2
Cc1cccc(NS(=O)(=O)c2ccc(C)c(C(=O)NCc3cccnc3)c2)c1 | 7 | -9
O=C(CCCn1c(SCc2cc(=O)n3cc(Cl)ccc3n2)nc2ccccc2c1=O)NCC1CCCO1 (stereo unspecified) | 7 | -28
CCOC(=O)C(NC(C)=O)(NS(=O)(=O)c1ccccc1)C(F)(F)F (stereo unspecified) | 7 | -7
C=CCOc1ccccc1CNc1ccccc1C | -1 | -15

The results go on:
Screens in order – OX1R antag-1, OX1R antag-2
O=C(NC(Cc1ccccc1)C(=O)N1CCCC1C(=O)O)c1ccccc1 (stereo unspecified)
  11, -19
CCC(C)NS(=O)(=O)c1ccc(OCC(=O)NCC2CCCO2)cc1 (stereo unspecified)
  6, 1
CC(C)NCC(=O)C12CC3CC(CC(C3)C1)C2
  7, -3
CC(C)(C)n1nnnc1C(c1cccc(C#N)c1)N1CCC(Cc2ccccc2)CC1 (stereo unspecified)
  3, -19
CC1=NNC(=O)C1CCC(=O)N/N=C/c1ccc(C)cc1 (stereo unspecified)
  7, -8
Cc1ccc(NS(=O)(=O)c2cccc3nsnc23)cc1C
  1, -22
O=C(CCn1nnc2ccccc21)N1CCC(O)(c2cccc(F)c2)CC1
  11, -20
CCOC(=O)/C(C#N)=C1\CCCN1CC(N)=S
  6, 9
Cc1nnc(Cl)c2nn(-c3ccccc3F)c(C)c12
  3, -5
CCN1CCN(CC(=O)Nc2ccc(OC(F)(F)F)cc2)CC1
  -2, -1
CN(C1=C(N2CCCCC2)C(=O)c2ccccc2C1=O)c1ccccc1
  37, -26
COc1ccc(OC)c(C2/C(=C(/O)c3ccccc3)C(=O)C(=O)N2Cc2ccco2)c1 (stereo unspecified)
  3, -11
CCOc1cc(C(=O)O/N=C(\N)c2ccc([N+](=O)[O-])cc2)cc(OCC)c1OCC
  13, -42
CCCCNCCCOc1cccc(Cl)c1Cl
  16, -13
O=C(O)c1cccc2c1C(=O)N(Cc1ccncc1)C2
  10, -8
O=S1(=O)CC(O)C(N=Nc2c(O)n(Cc3ccccc3)c3ccccc23)C1 (stereo unspecified)
  11, -16
O=C(CN(C(=O)CCC(=O)Nc1nccs1)c1cccc(F)c1)NCc1ccccc1
  21, -33
COC(=O)CCNC(=O)c1ccc2nc(Cc3ccc(OC)cc3)oc2c1
  9, -8
Cc1ccc(P(=O)(CC(=O)O)c2ccc(C)cc2)cc1
  4, -5
Cn1nc(C(F)(F)F)c2cc(C(=O)NC3CC3)sc21
  14, -10
COc1ccc(/C(O)=C/C(=O)C(=O)Nc2c(C)n(C)n(-c3ccccc3)c2=O)cc1
  6, -21
CC1=[N+]([O-])C(C)(C)C(c2ccc(Br)cc2)=[N+]1[O-]
  19, -2
COc1ccc(NC(=O)CS(=O)CC(=O)N2CCN(C3CCCC3)CC2)cc1 (stereo unspecified)
  18, -4
Cc1cc[n+](-c2[nH]c(=O)sc2/C=N/NC(=O)c2ccccc2[O-])cc1C
  67*, -13
O=C(CSCc1ccc([N+](=O)[O-])cc1)NCCSCc1ccccc1
  13, -6
CC1(C)NC(=O)N(CC(O)CN(c2ccccc2)S(=O)(=O)c2ccc([N+](=O)[O-])cc2)C1=O (stereo unspecified)
  41, -25
NS(=O)(=O)c1ccc(CNC(=O)c2cccc(Oc3ccccc3)c2)cc1
  19, 0
CC(C)N(C(=O)Cn1c(Cl)nc2ccccc21)C(C)C
  1, -11
